# Source: PubChem BioAssay
# M5 PAM: positive allosteric modulators of human muscarinic M5 receptor; P08912; CHO-K1 hM5, Fluo-8 calcium, ACh EC20 PAM; 0% = ACh EC20, 100% = ACh EC100; activation, % at 3 µM; hit rate 0.3% among 360,000;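 active means activation above the run cutoff, the mean activation of all test compounds plus 3 SD, cut at about 18% in these data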
# Target sequence (P08912 whole entry, looked up): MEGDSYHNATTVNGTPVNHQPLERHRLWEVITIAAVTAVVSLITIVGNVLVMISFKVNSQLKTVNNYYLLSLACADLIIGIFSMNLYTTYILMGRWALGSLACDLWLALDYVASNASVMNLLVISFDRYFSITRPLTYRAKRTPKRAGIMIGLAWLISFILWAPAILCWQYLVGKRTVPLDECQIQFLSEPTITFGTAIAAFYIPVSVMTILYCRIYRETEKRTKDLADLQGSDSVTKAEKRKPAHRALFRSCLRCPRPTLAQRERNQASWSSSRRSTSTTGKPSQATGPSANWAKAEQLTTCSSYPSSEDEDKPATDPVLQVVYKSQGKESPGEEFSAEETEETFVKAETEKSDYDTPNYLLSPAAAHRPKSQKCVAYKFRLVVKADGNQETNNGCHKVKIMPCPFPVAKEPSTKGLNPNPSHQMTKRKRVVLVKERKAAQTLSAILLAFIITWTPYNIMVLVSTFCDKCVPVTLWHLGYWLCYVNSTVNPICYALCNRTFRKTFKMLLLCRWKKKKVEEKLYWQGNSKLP
#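 System – CHO-K1 hM5 cells · Compound – 3 µM, single dose · Incubation – compound preincubation 140 s before EC20 acetylcholine addition · Technique – Fluo-8 calcium fluorescence · Measure – Max/basal fluorescence ratio as % of EC20–EC100 ACh window · Benchmarks – low control EC20 acetylcholine (0%), high control EC100 acetylcholine (100%) · Replication – singlicate, one well per test compound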
# CHRM5 agonist: agonists of human muscarinic M5 receptor (CHRM5); hit rate 0.19% among 360,000; P08912; CHO-K1 hM5 cells, Fluo-8 calcium fluorescence; 0% DMSO wells, 100% maximal acetylcholine response; activation, % at 3 µM;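 active means activation above the run's mean over test compounds plus 3 SD, cut at about 23% in these data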;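 further: signal is peak over basal fluorescence ratio across the kinetic read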
# CRFBP-R2 agonist: agonists of human CRF-binding protein/CRF-R2 receptor complex; HEK293 CRF-R2/CRF-BP, calcium dye fluorescence (FLIPR); percent of saturating CRF peptide response; hit rate 0.46% among 350,000; activation, % at 13.2 µM;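 active means activation of at least 50%, plus an integration ratio under a set limit after plate pattern correction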;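 further: plate controls were neutral control wells without compound for no effect and CRF at EC100 for full effect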
# CHRM5 antagonist: CHRM5 antagonism in calcium assay | hit rate 0.59% among 360,000 | AID 624040 | P08912 | CHO-hM5 cells, Fluo-8 calcium fluorescence, ACh EC80 | inhibition, % at 3 µM;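 active means inhibition above a per-plate cutoff, the mean of that plate's test compounds plus 3 SD, cut at about 27% in these data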;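 further: 0% = acetylcholine EC80 with DMSO and 100% = DMSO without agonist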
# CHRM4 PAM: positive allosteric modulators of human muscarinic M4 receptor; P08173; CHO-K1 hM4/Gqi5, Fluo-8 calcium fluorescence, ACh EC20; 0% = ACh EC20, 100% = maximal ACh; activation, % at 3 µM; hit rate 0.4% among 360,000; AID 624126;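 active means activation above its plate's cutoff, the mean activation of sample wells plus 3 SD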; further: some results filed as inactive read as strong as hits
# CRFBP-R2 block: CRF-BP/CRF-R2 complex antagonism | HEK293 CRF-R2/CRF-BP, CRF-induced calcium fluorescence | inhibition, % at 11.8 µM | hit rate 0.59% among 350,000 | AID 588475;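 active means inhibition of the ligand-induced calcium signal above about 50% at the single tested concentration, limit read from the data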
# M4 ag: agonists of human muscarinic M4 receptor (CHRM4); CHO-K1 hM4/Gqi5, Fluo-8 calcium fluorescence; vehicle 0%, full acetylcholine response 100%; activation, % at 3 µM; hit rate 0.14% among 360,000;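 active means activation above the run mean over all test wells plus 3 SD, cut at about 32% in these data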;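 further: peak over basal fluorescence ratio per well then scaled between controls; 0% = DMSO wells and 100% = acetylcholine at EC100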
# IDE inh: cellular human IDE inhibition; P14735; HEK cells, FAbetaB cleavage, fluorescence polarization; inhibition, % at 5.59 µM; hit rate 0.41% among 320,000; AID 434962;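 active means percent inhibition above the average of all tested compounds plus 3 SD, set per screening campaign, cut at about 16% in these data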;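 further: IDE supplied by intact live HEK cells; FP after avidin binding of uncleaved biotin substrate so inhibition keeps polarization high; 0% = DMSO wells and 100% = 60 µM reference IDE inhibitor Ii1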
# CHRM4 antagonist: CHRM4 antagonism in calcium assay | inhibition, % at 3 µM | P08173 | CHO-hM4 cells, ACh EC80, Fluo-8 calcium fluorescence | hit rate 0.73% among 360,000;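 active means inhibition above its plate's cutoff, the mean inhibition of sample wells plus 3 SD, cut at about 27% in these data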;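 further: 0% = acetylcholine EC80 with DMSO and 100% = DMSO without agonist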
# * hit, by the source's call; · = not tested or not shown.
SMILES,M5 PAM,CHRM5 agonist,CRFBP-R2 agonist,CHRM5 antagonist,CHRM4 PAM,CRFBP-R2 block,M4 ag,IDE inh,CHRM4 antagonist
Cc1ccc(OCCN(C)C(=O)C2CCC(=O)N(Cc3ccccc3F)C2)cc1 (configuration not stated),12,-1,1.0,-8,0,7,3,0,-4
O=C(c1ccccc1)N1CCN(C(=O)c2ccncc2)CC1,-12,-6,-0.4,8,-5,16,0,3,8
CCC(CC)C(=O)Nc1nnc(SCC(=O)NC2CC2)s1,0,-2,-0.8,1,-8,1,0,1,12
COc1cccc(N2C(=O)C(CC(=O)Nc3ccc(F)cc3)N(C3CCCCC3)C2=O)c1 (configuration not stated),12,-4,0.2,-5,11,-8,3,-2,-3
COc1ccc(S(=O)(=O)Nc2c(NC3CCCCC3)c3ccccc3oc2=O)cc1OC,-4,2,-0.6,5,-3,6,12,3,-3
COc1ccc(OC)c(Nc2nc(-c3ccncc3)nc3ccccc23)c1,-6,-6,-0.7,5,3,-2,8,·,-34
CCCCn1nnnc1SCC(=O)N1CCCC1,11,-6,-0.1,2,1,1,2,3,3
COc1ccc(-n2c(O)cnc2Nc2nc(C)cc(C)n2)cc1OC,-4,5,-0.4,-3,-6,-2,0,-1,7
CN(C)S(=O)(=O)c1cccc(NC(=O)COc2ccc(S(=O)(=O)N3CCOCC3)cc2Cl)c1,-12,-2,0.6,20,-3,11,1,3,8
Cc1ccc(CNC(=O)C2CC(c3ccccc3[N+](=O)[O-])=NO2)o1 (configuration not stated),7,2,-0.3,5,2,4,0,-1,-11
CC1(C)CC(=O)C2=C(C1)N(c1cccc(O)c1)C1=C(C2)C(=O)CC(C)(C)C1,-4,-3,-1.4,-2,0,17,0,7,2
O=C(Nc1cccnc1)C1CCCN(S(=O)(=O)c2ccccc2)C1 (configuration not stated),6,4,7.6,-2,13,14,3,3,9
CC(C)c1ccc(NC(=O)c2cnn(-c3ccccc3)c2NC(=O)c2ccco2)cc1,1,-3,0.6,2,-4,-11,4,-1,-5
O=C(Cc1ccc(Cl)cc1)Nc1cccnc1Cl,-5,0,-2.6,7,-5,14,0,·,0
CCc1ccc(-c2ccc3nnc(SCC(=O)NCC4CCCO4)n3n2)cc1 (configuration not stated),12,-6,-3.4,-22,1,1,0,5,-15
CCOC(=O)c1cc(-c2ccccc2C)nn1Cc1cc(CC)no1,-6,1,-2.5,6,-3,4,-1,4,-4
O=[N+]([O-])c1ccc(Oc2cccc(C(F)(F)F)c2)nc1,-1,-1,-2.6,7,5,-3,1,11,-4
COCCN(Cc1cc2cc3c(cc2nc1Cl)OCO3)C(=O)Nc1ccc(F)cc1,-19,4,-0.3,10,2,-12,11,-6,-4
Cc1ccc(CS(=O)(=O)Cc2ccc(C(=O)NCc3cccnc3)o2)cc1,0,3,4.8,-9,10,1,8,3,-19
Cc1noc(C)c1COc1ccccc1C(=O)NCCc1ccc(F)cc1,-4,-1,1.3,12,-2,-3,4,·,2
O=C(Nc1ccnn1C1CCN(Cc2cc(Cl)ccc2O)CC1)c1cccnc1,-2,-5,-0.3,3,-6,-18,2,4,1
CCN(CC(=O)Nc1c(F)cccc1F)C(=O)c1ccc(N2CCCC2=O)cc1,0,1,-2.1,1,-1,21,1,-1,0
COc1cc2c(cc1OC)CN(C(=O)CSC1=NCCS1)CC2,2,0,-1.1,-5,7,20,3,·,4
COc1cccc(C(=O)NCC2(c3ccccc3)CCCC2)c1,-2,-6,0.9,-4,5,2,-1,2,-11
O=C(C=C1CCN(c2ncc(C(F)(F)F)cc2Cl)CC1)NNC(=O)Nc1ccc(Cl)cc1,-2,1,-0.8,-2,10,3,1,5,-9

# 2 compounds from above, showing only CHRM5 antagonist.
smiles | CHRM5 antagonist
COCCN(Cc1cc2cc3c(cc2nc1Cl)OCO3)C(=O)Nc1ccc(F)cc1 | 10
Cc1ccc(CS(=O)(=O)Cc2ccc(C(=O)NCc3cccnc3)o2)cc1 | -9

# Continued:
SMILES,M5 PAM,CHRM5 agonist,CRFBP-R2 agonist,CHRM5 antagonist,CHRM4 PAM,CRFBP-R2 block,M4 ag,IDE inh,CHRM4 antagonist
S=C(Nc1ccc(Cl)cc1Cl)N1CCCCC1,1,0,1.3,-3,0,-1,0,0,-1
OCc1nc2ccccc2n1CCCOc1ccc(Br)cc1,1,1,-0.8,-5,9,-3,8,0,1
COc1ccc(N(CC(=O)Nc2ccc(S(=O)(=O)N3CCOCC3)cc2)S(C)(=O)=O)cc1OC,2,0,0.9,5,0,26,1,·,-3
O=C(NCC(=O)N1CCCC(C(F)(F)F)C1)c1ccc(Oc2ccccc2)cc1 (configuration not stated),-4,-5,-2.8,4,-5,-13,4,-1,5
COC(=O)C[C@@H]1C=C[C@H](NS(=O)(=O)c2cccc(F)c2)[C@@H](CO)O1,12,2,·,-5,1,·,2,·,12
CC(=O)Oc1ccc(Cl)cc1CN(C(C)=O)C1CCCCC1,-3,-10,-3.3,3,1,-4,1,·,-5
COc1cc(OC)c(S(=O)(=O)NCc2ccco2)cc1S(=O)(=O)NCc1ccco1,-5,3,1.7,4,0,8,1,0,10
Cc1ccc(S(=O)(=O)N2CCCCC2)cc1NC(=O)CCNC(=O)c1ccccc1,3,0,-0.8,3,7,3,3,0,-5
Fc1ccc(-n2c(Cn3nnc4ccccc43)n[nH]c2=S)cc1,0,2,0.1,9,-4,16,2,2,1
O=C(c1cc2cc(Cl)ccc2[nH]1)N1CCN(Cc2ccc3c(c2)OCO3)CC1,-2,4,1.6,-11,-5,-20,16,1,2
CCCC(C)NC(=O)CN(c1ccc2c(c1)OCCO2)S(=O)(=O)c1ccccc1 (configuration not stated),5,2,-1.3,-4,0,-2,5,2,-21
O=C(N/C(=C/c1ccc(F)cc1)C(=O)N1CCCC1)c1ccccc1,-1,0,-1.7,9,-3,-1,0,2,9
C=CCn1c(O)c(N=NC(=S)Nc2ccccc2C)c2cc(S(=O)(=O)N3CCOCC3)ccc21,-5,-1,-1.2,4,-1,3,3,-6,-8
O=C(O)c1cnc2ccccc2n1,-1,-2,-1.8,11,2,-7,1,-8,-3
COc1ccc(Cc2nnc(N/N=C/c3ccccc3O)[nH]c2=O)cc1OC,-1,-2,-0.3,4,6,-41,0,-2,2
O=C(NCC1CCCO1)C1CCN(C2CCN(CCCC3CCCC3)CC2)CC1 (configuration not stated),10,-3,-2.1,-1,7,10,1,1,-6
CC(C)(C)NC(=O)Cn1nnc(-c2ccccc2Cl)n1,-5,1,0.1,-2,2,26,2,-6,-2
CCCCN(C(=O)CCCc1nc2ccccc2s1)c1c(N)n(CC(C)C)c(=O)[nH]c1=O,-1,-2,0.4,-6,6,5,2,0,-17
O=C1c2ccccc2C(=O)N1CCC(c1ccccc1)c1ccco1 (configuration not stated),-2,0,-1.0,2,21,7,-3,4,36*
O=C(Nc1nc(=O)c2ccccc2s1)c1ccc(Cl)cc1,-7,4,0.8,4,4,-18,1,9,2
Cc1ccc(CNC(=O)COc2cccc3c2OC(C)(C)C3)cc1,-5,0,-4.6,8,-1,3,0,·,-3
Cc1nn(C)cc1C(C)NC(=O)c1cc(COc2cccc3cnccc23)on1 (configuration not stated),-9,2,-1.9,-5,-7,-1,9,-3,-3
CCCCC(=O)NS(=O)(=O)c1ccc(N=NN2CCCCC2)cc1,7,-2,0.3,-2,20,31,1,7,5
Cc1cc2[nH]ncc2cc1NC(N)=S,9,-8,3.6,-1,8,-4,1,-4,-15
COc1ccc(C(=O)CN2CCN(c3ncccn3)CC2)cc1,-4,0,1.0,13,-5,-37,2,6,6

# Five compounds already listed, ordered by count of non-hydrogen atoms, ascending:
SMILES,M5 PAM,CHRM5 agonist,CRFBP-R2 agonist,CHRM5 antagonist,CHRM4 PAM,CRFBP-R2 block,M4 ag,IDE inh,CHRM4 antagonist
Cc1cc2[nH]ncc2cc1NC(N)=S,9,-8,3.6,-1,8,-4,1,-4,-15
S=C(Nc1ccc(Cl)cc1Cl)N1CCCCC1,1,0,1.3,-3,0,-1,0,0,-1
CCCCC(=O)NS(=O)(=O)c1ccc(N=NN2CCCCC2)cc1,7,-2,0.3,-2,20,31,1,7,5
O=C(NCC1CCCO1)C1CCN(C2CCN(CCCC3CCCC3)CC2)CC1 (configuration not stated),10,-3,-2.1,-1,7,10,1,1,-6
C=CCn1c(O)c(N=NC(=S)Nc2ccccc2C)c2cc(S(=O)(=O)N3CCOCC3)ccc21,-5,-1,-1.2,4,-1,3,3,-6,-8

# Going on with the list:
SMILES,M5 PAM,CHRM5 agonist,CRFBP-R2 agonist,CHRM5 antagonist,CHRM4 PAM,CRFBP-R2 block,M4 ag,IDE inh,CHRM4 antagonist
COc1ccc(Nc2nc(C)cc(C)c2C#N)cc1OC,0,0,-2.8,-3,10,4,1,3,-24
CCCCN(C/C=C/c1ccccc1OC)Cc1ccccc1,3,-4,0.3,-7,-8,8,-2,1,0
CC(=O)c1c(O)c(C)c(O)c2c1OC1=CC(=O)/C(=C(/C)N)C(=O)C12C (configuration not stated),-5,-1,2.0,4,10,-29,0,·,-12
CC(C)n1nc(Cc2cccc3ccccc23)c(C#N)c1N,0,-2,-0.6,7,8,4,1,3,-4
CC1(C)CC(=O)c2cn3nc(C(F)(F)F)nc3nc2C1,2,-2,0.5,-1,7,4,2,-6,-7
CC(C)CN(C(=O)Cn1c(Cl)nc2c1c(=O)n(C)c(=O)n2C)C1CCS(=O)(=O)C1 (configuration not stated),9,-1,-0.1,1,8,0,1,-2,0
C/C(=N\NC(=O)C(N)=O)c1cccc(C(F)(F)F)c1,1,-3,0.5,0,1,-3,0,-3,2
